# FUS suppressor: rescues growth of FUS-expressing yeast; S. cerevisiae FUS-expressing, growth rescue, OD600, 24 h; Potency, µM (titrated, usually from 76.6 µM), for inactives: at the top dose growth rescue (activation), actives largely listed as activators; hit rate 0.24% among 390,000; AID 1347120;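 also: plate controls were DMSO vehicle for no effect and reference control for full effect; nearly all actives have a fitted effect of over 55% in size; some results filed as inactive show a strong effect at the top dose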
#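 Quantitative HTS measuring growth restoration of FUS-toxic yeast. Galactose-induced cells (OD 0.005) were exposed 24hr at 30C to compounds at several concentrations, then absorbance at 600 nm was recorded.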
# Abeta yeast res: A-beta toxicity reversal in yeast; Potency, µM (titrated, usually from 46.1 µM), for the others: at the highest dose growth rescue, most hits filed as activators; AID 1347071; yeast expressing A-beta42, growth rescue, OD600, 48 h; response scale: 0% DMSO, 100% iron-clioquinol control; hit rate 0.063% among 410,000; also: nearly all actives have a fitted effect of over 55% in size
#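 Growth rescue measured by 600 nm absorbance after 48 h yeast culture at 30 C with compound. Values normalized between DMSO and an equimolar ferric chloride plus clioquinol control.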
# Active calls of the source: *; ? = inconclusive. Calls follow the shape of the dose curve; as a rule, active = well fitted activation curve with a large enough effect; inconclusive = small, poorly fitted or top-dose-only effect; inactive = no such curve, though single readings can be large or run the other way. Potency is read from the fitted curve at half-maximal effect. The list is partial; rates above refer to the full screens.
# Preview, 4 compounds:
no.	Structure	FUS suppressor	Abeta yeast res
1	CCc1ccc(CNC(=O)c2ccc3c(c2)nc2n3CCCCC2)cc1	7%	9%
2	Cc1ccc(-c2nnn(CC(=O)N(CC(=O)NCCC(C)C)c3ccc(F)cc3)n2)cc1	-9%	-10%
3	CCN(Cc1ccccc1)C(=O)CN1C(=O)COc2ccc(S(=O)(=O)N3CCOCC3)cc21	17%	-1%
4	Cc1oc2c(C)c3oc(=O)c(CC(=O)N4CCCCC4)c(C)c3cc2c1C	-27%	-10%

# Main list (from the top)
no.	Structure	FUS suppressor	Abeta yeast res
1	CCc1ccc(CNC(=O)c2ccc3c(c2)nc2n3CCCCC2)cc1	7%	9%
2	Cc1ccc(-c2nnn(CC(=O)N(CC(=O)NCCC(C)C)c3ccc(F)cc3)n2)cc1	-9%	-10%
3	CCN(Cc1ccccc1)C(=O)CN1C(=O)COc2ccc(S(=O)(=O)N3CCOCC3)cc21	17%	-1%
4	Cc1oc2c(C)c3oc(=O)c(CC(=O)N4CCCCC4)c(C)c3cc2c1C	-27%	-10%
5	CCc1cccc(NS(=O)(=O)c2ccc3c(c2)N(CC(=O)OC)C(=O)CS3)c1	45%	-3%
6	O=C(Cn1ncc2c3ccccc3n(Cc3cccc(Cl)c3)c2c1=O)N1CCCCC1	-18%	2%
7	CCN(CC)C(=O)Cn1c(SCC(=O)Nc2ccc(C)c(C)c2)nc2ccccc21	29%	-2%
8	COc1ccc(S(=O)(=O)NCCS(=O)(=O)N2CCN(c3ccccc3)CC2)cc1C	20%	-9%
9	CC1CCN(C(=O)c2cnn(-c3cccc(Cl)c3)c2C2CCN(C(=O)OC(C)(C)C)CC2)CC1	-22%	-3%
10	CCCN1C(=O)C2(c3ccccc31)c1c(oc3ccccc3c1=O)C(=O)N2CCCOC(C)C (stereo not drawn)	42%	-8%
11	CCOc1ccc(NC(=O)[C@H](Cc2ccccc2)N2Cc3ccccc3C2=O)cc1	-20%	-7%
12	Cc1cc(C)c(Cn2c3ccccc3c3cnn(CC(=O)N4CCCCC4)c(=O)c32)c(C)c1	-6%	5%
13	O=C(c1ccc2c(c1)N(Cc1cccc(Cl)c1)C(=O)c1ccccc1S2(=O)=O)N1CCCCC1	?	-2%
14	COc1ccc(CNC(=O)c2cc3c(-c4ccccc4F)nn(C)c3s2)cc1	?	-10%
15	CCOC(=O)c1c(NC(=O)CSc2cn(CCNC(=O)c3c(F)cccc3F)c3ccccc23)sc2c1CCC2	0%	-5%
16	CCc1ccc(NC(=O)CN2C(C(=O)OC)=C(c3ccccc3)c3ccccc3S2(=O)=O)cc1	-13%	10%
17	Cc1cc(-c2ccc(C)c(S(=O)(=O)N3CCN(c4cccc(C(F)(F)F)c4)CC3)c2)on1	-10%	2%
18	CCc1ccc(S(=O)(=O)c2cn(C)c3cc(N4CCC(C)CC4)c(F)cc3c2=O)cc1	-14%	-8%
19	CCCCOc1ccc(C(=O)N2CC(=O)Nc3ccc(Br)cc3C2c2ccc(F)cc2)cc1 (stereo not drawn)	42%	27%
20	CCN(CC)CCCNC(=O)c1nn(C)c2c1CS(=O)(=O)c1ccccc1-2	17%	-4%
21	Cc1cc(C)cc(NC(=O)CSc2nncn3c2cc2occc23)c1	20%	0%
22	CCOc1ccccc1CNCc1c(C(=O)O)c(C)n(Cc2ccc(C)cc2)c1C	20%	1%
23	COc1ccc(CCNC(=O)c2nc(-c3ccc(Cl)cc3)n3c2CCCCC3)c(OC)c1	54%	4%
24	CCCCN(CC)C(=O)CCn1c(=O)c2cccn2c2cccnc21	27%	-4%
25	COc1ccc(CCNC(=O)CCCn2nc(C)c3sc4ccccc4c3c2=O)cc1OC	?	-18%
26	Cc1ccc(CCNC(=O)c2ccc(Cn3c(=O)c4cccn4c4cccnc43)cc2)cc1	-1%	14%
27	Cc1ccc(S(=O)(=O)c2cn(Cc3ccccc3)c3cc(N4CCCC4)c(F)cc3c2=O)cc1C	-24%	-3%
28	COc1ccc(NC(=O)CCS(=O)(=O)c2cc(Br)cc3c2N(C(C)=O)CC3)c(OC)c1	12%	-11%
29	COc1ccc(Cl)cc1NC(=O)c1ccc2c(c1)CCN2S(C)(=O)=O	-1%	-14%
30	COc1ccc(C)cc1NC(=O)c1cc(S(=O)(=O)NC2CCCCCC2)ccc1F	8%	-2%

# Three compounds from above, ordered by number of heavy atoms, largest number first:
no.	Structure	FUS suppressor	Abeta yeast res
27	Cc1ccc(S(=O)(=O)c2cn(Cc3ccccc3)c3cc(N4CCCC4)c(F)cc3c2=O)cc1C	-24%	-3%
30	COc1ccc(C)cc1NC(=O)c1cc(S(=O)(=O)NC2CCCCCC2)ccc1F	8%	-2%
21	Cc1cc(C)cc(NC(=O)CSc2nncn3c2cc2occc23)c1	20%	0%

# Going on with the list.
no.	Structure	FUS suppressor	Abeta yeast res
31	CC1=C(c2ccc(Cl)cc2)S(=O)(=O)NC1=NCc1ccc(C)cc1	-10%	6%
32	Cn1c(=O)c(=O)n(C)c2cc(S(=O)(=O)N3CCN(c4ccccc4)CC3)ccc21	-5%	1%
33	O=C(Nc1ccc(Cl)c(C(F)(F)F)c1)c1nc2ccccc2nc1N1CCCCC1	?	-5%
34	COC(=O)c1ccc(Oc2nc3c(c(=O)n(C)c(=O)n3C)n2Cc2ccc(Cl)c(Cl)c2)cc1	-6%	-23%
35	COc1cccc(CNC(=O)c2cc3c(=O)n(Cc4cccnc4)ccc3nc2C)c1	1%	-4%
36	O=c1c2cccnc2n(Cc2ccccc2F)c(=O)n1Cc1ccc(F)cc1	17%	-16%
37	Cc1ccc(CNc2nc3ccc(Cl)cc3n3cnnc23)cc1	12%	-7%
38	O=S(=O)(c1ccc(Cl)cc1)c1nc(-c2ccccc2Br)oc1N1CCOCC1	?	-16%
39	Cc1oc2c(c(C)cc3oc(=O)c(CC(=O)NCCc4ccc(Cl)cc4)c(C)c32)c1C	-17%	-4%
40	Cc1ccc(-n2c(=O)c3c(cnn3C)n(CC(=O)Nc3cccc(C)c3)c2=O)cc1	15%	-10%
41	COc1ccc(CNC(=O)c2c(Nc3ccccc3C)sc(C(=O)c3ccccc3)c2N)cc1	36%	17%
42	CCN1CCN(c2ncc3c(n2)CCN(Cc2ccc(C)s2)C3)CC1	-12%	-10%
43	Cc1cc(C(F)F)n2nc(C(=O)Nc3ccc(F)c(Cl)c3)nc2n1	-5%	-16%
44	Cc1ccc(NC(=O)c2ccc3c(O)c(S(=O)(=O)c4ccccc4)c(=O)[nH]c3c2)cc1Cl	25%	-6%
45	O=C(NCc1ccccc1)c1ccc2c(c1)CCN2S(=O)(=O)c1ccccc1	43%	14%
46	CCOc1cccc(C(=O)N(Cc2ccc(C)o2)C2CCS(=O)(=O)C2)c1 (stereo not drawn)	6%	-12%
47	CCc1ccc(C2C(C(=O)Nc3ccccc3OC)=C(C)Nc3c(C(=O)Nc4ccc(C)cc4)cnn32)cc1 (stereo not drawn)	43%	18%
48	CCOc1ccccc1C1CC(=O)NC(C)=C1C(=O)OCc1ccc(C)cc1 (stereo not drawn)	-12%	-2%
49	COc1ccc(S(=O)(=O)N(CC(=O)NCCSc2ccccc2)c2ccc(Cl)cc2)cc1	13%	-11%
50	Cc1ccc(-c2noc(-c3ccccc3NC(=O)C3CC(=O)N(c4ccc(C)cc4)C3)n2)cc1 (stereo not drawn)	-17%	-3%

# Compounds above containing bromine, in the order listed:
no.	Structure	FUS suppressor	Abeta yeast res
19	CCCCOc1ccc(C(=O)N2CC(=O)Nc3ccc(Br)cc3C2c2ccc(F)cc2)cc1 (stereo not drawn)	42%	27%
28	COc1ccc(NC(=O)CCS(=O)(=O)c2cc(Br)cc3c2N(C(C)=O)CC3)c(OC)c1	12%	-11%
38	O=S(=O)(c1ccc(Cl)cc1)c1nc(-c2ccccc2Br)oc1N1CCOCC1	?	-16%

# More entries:
no.	Structure	FUS suppressor	Abeta yeast res
51	CCCCOc1ccc(C(=O)Nc2cccc(-c3nc4ccccc4o3)c2C)cc1	-6%	-10%
52	COc1ccc(S(=O)(=O)N2CCC(C(=O)Nc3ccc(Oc4ccccc4)cc3)CC2)cc1OC	1%	-7%
53	O=C(OCc1cc(=O)n2nc(C3CC3)sc2n1)c1cccc(NC(=O)c2ccccc2Cl)c1	-20%	-18%
54	CCc1ccc(OCc2nc(-c3ccc(OC)cc3)no2)c(Br)c1	22%	10%
55	CCN1C(=O)c2ccccc2Sc2ccc(NC(=O)c3ccc(Cl)cc3)cc21	-3%	7%
56	Cc1cccc(-c2noc(CCCC(=O)NCc3ccco3)n2)c1	-4%	7%
57	CCC(C)n1c(SCc2ccc(F)cc2Cl)nc2ccsc2c1=O (stereo not drawn)	14%	2%
58	Cc1ccc(C)c(N2CCN(c3nc4ccc(Cl)cc4n4cnnc34)CC2)c1	15%	-12%
59	COc1cccc(CNc2ncnc3onc(C)c23)c1	-35%	-7%
60	Cc1ccc(CNC(=O)C(=O)NCC(c2ccco2)S(=O)(=O)c2cccs2)cc1 (stereo not drawn)	-8%	-7%
61	CCOc1ccc(S(=O)(=O)Nc2ccc3oc4c(c3c2)CC(C)CC4)cc1 (stereo not drawn)	35%	-1%
62	COc1ccccc1CNC(=O)c1cn(C)c2ccc(S(=O)(=O)N(C)C3CCCCC3)cc2c1=O	18%	-3%
63	Cc1cc(Br)ccc1NC(=O)c1ccc(NS(=O)(=O)c2c(C)noc2C)cc1	-25%	-14%
64	COc1ccc(C(=O)Nc2cc(S(=O)(=O)c3ccc(Cl)cc3)c(O)c(C)c2C)cc1	-7%	-9%
65	CCc1ccccc1NC(=O)CC(C)S(=O)(=O)c1ccc2c(c1)NC(=O)CO2 (stereo not drawn)	-19%	2%
66	CCCNC(=O)Cn1nc(-c2ccc(F)cc2)c2cnc3ccc(F)cc3c21	-20%	-20%
67	COc1ccc(-c2cc(C(=O)OCC(=O)c3ccc(C)cc3)c3cccc(Cl)c3n2)cc1	3%	-11%
68	CC1=C(C(=O)Nc2ccccc2C)C(c2cccs2)n2nc(SCc3cc(C)ccc3C)nc2N1 (stereo not drawn)	5%	-10%
69	Cc1cc(F)ccc1S(=O)(=O)Nc1ccc2oc3c(c2c1)CC(C)CC3 (stereo not drawn)	21%	21%
70	COc1ccc(CNC(=O)C(=O)NCC(c2cccnc2)N2CCN(c3ccccc3F)CC2)cc1 (stereo not drawn)	19%	0%
71	CCOc1ccc(-c2n[nH]c3c2C(c2ccccc2OC)N(c2ccc(Br)cc2)C3=O)cc1 (stereo not drawn)	6%	12%
72	CCOC(=O)c1cc(-c2ccc(C)cc2)n(CCC(=O)Nc2ccc(OC)c(OC)c2)c1C	?	9%
73	COc1cc(-c2nc3nc[nH]n3c2Nc2ccc(C(C)C)cc2)ccc1O	27%	-19%
74	Cc1ccc(-n2nc(C)c3c(C(=O)Nc4ccc(Br)c(C)c4)cc(C)nc32)cc1	-29%	-8%
75	Cc1ccc2c(=O)cc(C(=O)Nc3ccc(S(=O)(=O)N4CCCC(C)C4)cc3)oc2c1C (stereo not drawn)	-13%	-6%
76	CCC1=C(c2ccc(C)cc2)S(=O)(=O)N=C1N1CCC(C(=O)NCc2ccccc2Cl)CC1	35%	1%
77	CCOc1ccccc1CN1CCc2nc(Nc3ccc4c(c3)OCCO4)ncc2C1	-8%	-15%
78	COc1ccc(-c2nc3c(C#N)c[nH]n3c2NC2CCCC2)c(OC)c1	14%	-19%
79	CCCCCSc1nc2sc3c(c2c(=O)n1-c1ccc(OC)cc1)CCN(C(C)=O)C3	?	-18%
80	O=C(O)CCc1ccc(-c2ccccc2)n1-c1cccc(Br)c1	?	-19%

# As entered above.
# In FUS suppressor, CCCCOc1ccc(C(=O)N2CC(=O)Nc3ccc(Br)cc3C2c2ccc(F)cc2)cc1 (stereo not drawn) shows 42%
# In FUS suppressor, Cc1ccc(-n2c(=O)c3c(cnn3C)n(CC(=O)Nc3cccc(C)c3)c2=O)cc1 shows 15%
# In Abeta yeast res, COc1ccc(CNC(=O)c2cc3c(-c4ccccc4F)nn(C)c3s2)cc1 shows -10%
# In Abeta yeast res, CCOc1ccccc1CN1CCc2nc(Nc3ccc4c(c3)OCCO4)ncc2C1 shows -15%
# In Abeta yeast res, Cn1c(=O)c(=O)n(C)c2cc(S(=O)(=O)N3CCN(c4ccccc4)CC3)ccc21 shows 1%
